Coupling enz: inhibits coupling enzyme system, counter-screen for aldolase hits; coupling enzyme system counterscreen, AmpLite Red fluorescence; activity change, negative = inhibition, % at 58.2 µM, hits read low; hit rate 0.67% among 290,000; AID 2472; in the data active = activity change below about -30%; note: % is set by controls: 0 for no effect and ±100 for the full control effect
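Counterscreen lacking aldolase: glyceraldehyde-3-phosphate coupling-enzyme reagent preincubated 10 min at RT with compound (at 57.5 uM final), then substrate/coupling system with AmpLite Red added; fluorescence read at 525/598 nm after 20 min RT.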
MBNL1-CUG inh: MBNL1-poly(CUG) RNA binding inhibition; Potency, µM (doses to about 57.5 µM), for the others: at the highest dose activity change, negative = inhibition, most hits filed as inhibitors; hit rate 0.036% among 280,000; TR-FRET MBNL1-His/biotin-(CUG)12 binding, 665/545 ratio; Q9NR56; active = well fitted inhibition curve with a large enough effect in the signal ratio, with a control signal flat, not every such curve was filed as active; inconclusive = small, poorly fitted or top-dose-only effect, or effect the other way, or a change in a side signal; inactive = no such curve, though single readings can be large or run the other way; the % refers to the signal ratio; note: potency is the fitted concentration of half-maximal effect; % is set by controls: 0 for no effect and ±100 for the full control effect
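His-tagged MBNL1 binding to biotinylated (CUG)12 RNA was measured by TR-FRET using terbium anti-His antibody (0.055 ng/ul final) and streptavidin-XL665 (5 nM final). Compounds were titrated 92 nM to 58 uM; 60 min at room temperature.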
KCNH2 3.1 block: KCNH2 3.1 (human) potassium channel inhibition | U2OS KCNH2 3.1, thallium flux FluxOr; active compounds read low | activity change, % (tested at about 1.8 µM) | hit rate 0.95% among 340,000;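 active = maximum activity change below -70%; inconclusive = maximum activity change from -70% to -50%; inactive = maximum activity change above -50%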;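 note: thallium influx rate constant from kinetic fluorescence after stimulation buffer; % is set by controls: 0 for no effect and ±100 for the full control effect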
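We transduce U2OS cells with the mutant 3.1 virus, culture them overnight, load FluxOr with Red40 quencher for 45 min, then add stimulation buffer and read kinetically for 2 min to derive a normalized rate constant.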
TRPV1 agonist: activates the human vanilloid receptor TRPV1; hit rate 0.19% among 320,000; Q8NER1; AID 540275; TRPV1-expressing cells, Fluo-8 calcium influx, agonist mode; activation, % at 8.33 µM; in the data active = activation above about 80%; inconclusive = between about 30% and that limit; note: 0% is about no effect
Target sequence (Q8NER1 whole entry, looked up): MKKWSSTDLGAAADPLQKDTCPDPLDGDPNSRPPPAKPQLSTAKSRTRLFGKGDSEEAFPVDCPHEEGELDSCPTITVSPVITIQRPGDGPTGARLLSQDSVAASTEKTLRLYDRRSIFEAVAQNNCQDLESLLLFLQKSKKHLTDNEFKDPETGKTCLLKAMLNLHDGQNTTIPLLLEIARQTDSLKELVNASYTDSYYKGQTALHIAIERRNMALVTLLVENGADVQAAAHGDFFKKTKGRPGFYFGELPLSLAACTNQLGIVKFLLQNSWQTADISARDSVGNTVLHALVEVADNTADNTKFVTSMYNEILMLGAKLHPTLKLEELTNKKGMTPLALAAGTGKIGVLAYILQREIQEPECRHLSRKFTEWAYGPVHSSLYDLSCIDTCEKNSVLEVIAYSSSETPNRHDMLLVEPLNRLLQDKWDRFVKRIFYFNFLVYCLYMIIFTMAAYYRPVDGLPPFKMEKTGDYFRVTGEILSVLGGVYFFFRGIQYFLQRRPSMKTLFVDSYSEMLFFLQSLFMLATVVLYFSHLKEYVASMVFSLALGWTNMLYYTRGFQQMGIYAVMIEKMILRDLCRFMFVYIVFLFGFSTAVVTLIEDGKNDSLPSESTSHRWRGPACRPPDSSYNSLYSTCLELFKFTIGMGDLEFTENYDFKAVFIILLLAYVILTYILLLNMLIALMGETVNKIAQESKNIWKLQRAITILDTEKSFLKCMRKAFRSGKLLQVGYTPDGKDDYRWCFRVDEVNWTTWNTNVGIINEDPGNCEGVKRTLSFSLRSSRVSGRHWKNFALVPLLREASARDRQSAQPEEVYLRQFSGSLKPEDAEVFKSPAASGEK
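Cells expressing TRPV1 were dye-loaded with Fluo-8 and read kinetically: 10 s baseline, 3 min after compound (agonist portion), then 2 min after EC20 capsaicin (allosteric enhancer portion). Calcium-bound dye fluorescence at 480/520 nm.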
GALK inh: inhibitors of human galactokinase; Purified GALK, Kinase-Glo residual ATP luminescence; Potency, µM (titrated, usually from 57.5 µM), without a hit: at the highest dose activity change, negative = inhibition, hits mostly inhibitors; hit rate 0.007% among 270,000; note: potency is the fitted concentration of half-maximal effect; % is set by controls: 0 for no effect and ±100 for the full control effect
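Compounds were pin-transferred into ATP buffer (35 uM final), then GALK plus galactose (5 nM, 100 uM final) was added. After 1 h at room temperature, Kinase-Glo Plus was added and luminescence read after 10 min.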
KCNH2 WT inh: KCNH2 (human, wildtype) channel inhibition | Q12809 | U2OS, BacMam KCNH2, thallium flux FluxOr; active compounds read low | activity change, % at 1.84 µM | hit rate 0.37% among 340,000;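 active = maximum activity change below -70%; inconclusive = maximum activity change between -70% and -50%; inactive = maximum activity change above -50%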; note: % is set by controls: 0 for no effect and ±100 for the full control effect
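U2OS cells were transduced with wild-type KCNH2 virus (2.03 x 10^8 / mL) for 4 h at room temperature, then cultured overnight at 37 C. Thallium flux was read with FluxOr dye. Rate constants were normalized to DMSO controls.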
S-ASM inh: blocks human secretory acid sphingomyelinase | P17405 | placental ASM, HMU-PC fluorogenic substrate, 60 min | Potency, µM (doses to about 57.5 µM), for the others: at the highest dose activity change, negative = inhibition, hits mostly inhibitors | hit rate 0.006% among 340,000 | AID 504937; note: potency is the fitted concentration of half-maximal effect
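qHTS format. ASM enzyme prepared from human placenta hydrolyses the fluorogenic substrate HMU-PC0 (9 uM final) over 60 min at 37 °C after a 10 min compound preincubation.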
Integrin act MD: integrin-mediated muscular dystrophy alleviation activation; hit rate 0.064% among 350,000; Potency, µM (top dose mostly 38.3 µM), for the others: top-dose activation, most hits filed as activators; alpha7betagal myoblasts, beta-gal FDG fluorescence, 48 h;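 note: potency is the fitted concentration of half-maximal effect; 100% = response of the positive control SU9516; nearly all actives have a fitted effect of over 60% in size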
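alpha7betagal+/- myoblasts (passage 13, 250/well) treated 48 h at 37C with compounds at 1:260 dilution of DMSO stock. Lysed, then beta-galactosidase activity read as FDG fluorescence (ex 480/em 540) after 30 min, with pre-read for autofluorescence.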
MLL CXXC-DNA inh: inhibitors of human MLL CXXC domain-DNA interaction. MLL-CXXC / FITC-HOXA9 DNA fluorescence polarization. hit rate 0.037% among 290,000. AID 2662. Potency, µM (top dose mostly 115 µM), for the others: at the top dose activity change, negative = inhibition, usual class: inhibitors; active = well fitted inhibition curve with a large enough effect in the polarisation, with a control signal flat, not every such curve was filed as active; inconclusive = small, poorly fitted or top-dose-only effect, or effect the other way, or a change in a side signal; inactive = no such curve, though single readings can be large or run the other way; the % refers to the polarisation; note: potency is the fitted concentration of half-maximal effect
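Purified MLL-CXXC (added from a 7 uM solution) was preincubated 5 min at ambient with pinned compounds in 50 mM Tris-HCl pH 7.5, 50 mM NaCl, 1 mM DTT, 0.05% BSA. Fluorescein-labeled HOX-A9 DNA (50 nM solution) followed, 30 min, then polarization read.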
A-T KAP1 phos: potential ataxia-telangiectasia treatment | […] A-T fibroblasts, KAP-1 phosphorylation AlphaLISA; neocarzinostatin DNA damage 30 min before lysis | Potency, µM (series often up to 57.5 µM), without a hit: top-dose activation, hits mostly activators | hit rate 0.19% among 320,000 | AID 485349; note: potency is the fitted concentration of half-maximal effect; % of control where 0% means no effect; nearly all actives have a fitted effect of over 45% in size
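ATM-like activity read as KAP-1 phosphorylation via AlphaLISA donor/acceptor antibody pairs after lysis and 6 hr at 25C. Cells were ATM-null patient fibroblasts ([…], hTERT), dosed 60 min, then exposed to the DSB inducer NCS for 30 min.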
Starred values were filed as active, the others as inactive; i = inactive; u = inconclusive; x = no result given; [ ] = remark or other dose. Unless noted, calls come from the whole dose curve; as a rule, active = well fitted curve in the direction sought with a large enough effect; inconclusive = small, poorly fitted or top-dose-only effect, or another doubt; inactive = no such curve, though single readings can be large; an effect the other way counts as inactive or inconclusive. Outcome played no part in choosing rows; any-hit rate near 2%.

nr | SMILES | Coupling enz | MBNL1-CUG inh | KCNH2 3.1 block | TRPV1 agonist | GALK inh | KCNH2 WT inh | S-ASM inh | Integrin act MD | MLL CXXC-DNA inh | A-T KAP1 phos
1 | CCc1cccc(C)c1NC(=O)C1CC=CCC1C(=O)O (stereo not drawn) | 8.2 | -6.9% | -4.3 | -2.2 | 1.9% | -4.8 | 0.4% | -4.8% | -7.4% | 5.4%
2 | CCN(CC1CCCO1)C(=O)c1cc(COc2cc(C)c(Cl)c(C)c2)on1 (stereo not drawn) | -0.2 | 5.0% | -9.3 | 28.3 | x | -11.5 | -2.0% | 4.1% | -16.5% | -1.7%
3 | CC(C)(C)NC(=O)NC(=O)CSc1nnc(-c2ccccc2F)n1N | 2.1 | 3.9% | 9.6 | -1.8 | -2.4% | -3.7 | 4.1% | -17.6% | -2.3% | -1.1%
4 | O=C(O)CCn1c(=O)[nH]c(=O)n(CCC(=O)O)c1=O | 0.2 | 2.1% | -3.9 | 0.5 | -0.1% | -11.7 | 2.3% | 18.4% | 0.0% | 3.2%
5 | Cc1ccc(CN(C(=O)Cn2nnc3ccccc32)C(C(=O)NCc2ccco2)c2ccc(C)o2)cc1 (stereo not drawn) | -3.6 | -4.8% | -15.3 | 2.1 | -2.8% | 0.0 | -8.0% | -18.7% | -5.1% | 3.5%
6 | CC(=O)N=c1c(C#N)cc2c(=O)n3cccc(C)c3nc2n1CCCOC(C)C | -2.2 | u | -9.3 | -12.8 | 3.9% | -0.9 | i | 1.3% | -2.8% | 19.4%
7 | CCOC(=O)C1Oc2ccccc2C(c2ccc(C)cc2)=C1C(=O)OC (stereo not drawn) | 0.5 | x | 0.4 | x | x | -3.2 | -6.0% | -6.7% | x | 12.3%
8 | CCCNC(=O)c1ccc(N2CCC3(CC2)CC(c2cccc(Br)c2)=NO3)c(NC(=O)c2cccc(OC)c2)c1 | x | x | -71.8* | -2.0 | x | -40.1 | -1.4% | -6.7% | x | 2.9%
9 | CC1CCCCC1NC(=O)Cn1ncc2ccccc21 (stereo not drawn) | 0.3 | -3.6% | -11.8 | 4.3 | -0.3% | -6.0 | -1.4% | 27.9% | -4.9% | 6.3%
10 | CC1(C)O[C@@H]2[C@H](O1)[C@@H](CO)O[C@H]2n1cnc2c(=O)[nH]cnc21 | x | x | -5.9 | -5.6 | x | -6.3 | 3.9% | -8.0% | x | 8.6%
11 | O=C(Nc1cc(C(F)(F)F)ccc1Cl)C(Sc1cccc[n+]1[O-])c1ccccc1 (stereo not drawn) | 1.1 | 21.8% | 10.0 | 2.5 | 1.2% | -15.6 | -1.9% | 19.1% | 2.1% | -7.0%
12 | Cc1ccccc1-n1cc(CNC(=O)CC2C(=O)NCCN2C/C=C/c2ccccc2)cn1 (stereo not drawn) | -2.0 | -12.5% | 9.4 | -3.1 | -0.8% | 0.6 | 1.4% | -46.4%[inhibitor] | -11.0% | 6.0%
13 | O=C(c1ccccc1)c1ccccc1N/C=C/c1nnnn1-c1ccccc1 | 1.4 | 2.9% | -41.8 | x | 6.3% | -6.2 | -9.3% | -57.3%[inhibitor] | 15.0% | -0.9%
14 | C(/C=C/c1ccccn1)=C\c1ccccc1 | x | x | -80.9* | x | x | -5.4 | 2.5% | 33.5% | x | x
15 | Fc1cccc(-c2cc3nc(-c4ccccc4)cc(N4CCC5(CC4)OCCO5)n3n2)c1 | -2.6 | 4.8% | 13.7 | 6.6 | -0.2% | 1.2 | 382.5%[activator] | -19.0% | -10.8% | 22.6%
16 | C=CCOC(=O)C1=C[C@@H](c2ccc(Br)cc2)C[C@@H](OCCCCO)O1 | x | x | -7.6 | x | x | -8.9 | 1.6% | 1.3% | x | x
17 | Cc1n[nH]c(C)c1S(=O)(=O)N1CCCC(C(=O)NCc2cccs2)C1 (stereo not drawn) | 1.8 | -4.5% | -2.0 | -0.6 | 2.7% | 5.0 | -2.2% | 8.9% | 2.0% | x
18 | N#C/C(C(=O)Nc1ccc(Cl)cc1)=C(/S)Nc1ccccc1 | 6.9 | 2.8% | -4.6 | 0.3 | -2.7% | -15.7 | -17.9% | -10.3% | 49.0%[activator] | -5.8%
19 | O=C(Nc1nc2ccccc2s1)C1CC(=O)N(c2ccc(Cl)cc2)C1 (stereo not drawn) | -0.7 | -4.8% | -8.8 | u | -0.6% | 8.5 | -27.4% | -16.4% | -6.1% | 3.5%
20 | Cc1ccc(NC(=O)CN2C(=O)S/C(=C\c3cccn3C)C2=O)cc1 | -0.3 | 1.0% | -23.3 | x | -4.0% | -4.3 | 4.6% | 6.4% | 17.0% | -8.8%
21 | CCOC(=O)c1c(C)[nH]c(C)c1C(=O)CSc1nc2ccccc2[nH]1 | 4.9 | -7.3% | 12.3 | 3.8 | -0.3% | 6.4 | -2.2% | 9.8% | 9.2% | 0.7%
22 | c1ccc(Cn2nnnc2CN2CCOCC2)cc1 | 3.3 | 0.4% | 15.7 | -1.6 | -3.6% | -1.4 | 3.3% | 17.2% | -1.3% | -8.6%
23 | CC(=O)Nc1ncc(Cc2cccc(Cl)c2Cl)s1 | 0.8 | -7.1% | 4.9 | 1.9 | 1.1% | 6.2 | 2.0% | -18.9% | -0.3% | 3.3%
24 | CC(=O)N1N=C(c2c(-c3ccccc3)c3cc(Br)ccc3[nH]c2=O)CC1c1ccco1 (stereo not drawn) | -0.4 | 2.1% | 16.7 | -0.9 | -5.2% | -5.0 | -5.4% | -75.0%[inhibitor] | -9.6% | 5.1%
25 | CCOC(=O)c1sc2nc(CSc3ccccc3)nc(NCCN(C)C)c2c1C | -0.1 | 0.3% | -5.1 | 1.2 | 6.8% | 8.4 | -11.1% | 0.0% | 6.4% | 1.4%
26 | Cc1ccc(SCC(=O)O/N=C(\N)c2ccncc2)cc1 | 1.0 | -1.0% | -3.7 | 16.0 | 1.9% | -2.9 | 1.1% | 9.3% | -2.3% | 15.5%
27 | COc1c(/C=N/Nc2nc(N3CCCCC3)nc(N3CCCCC3)n2)cccc1[N+](=O)[O-] | 0.2 | -0.5% | -10.5 | u | -1.9% | 8.6 | -9.2% | -2.2% | 12.8% | -4.3%
28 | CCCCCCCN1CCN=C1Nc1ccccc1 | x | x | 16.3 | 2.6 | x | 3.0 | 7.3% | -37.3% | x | -6.1%
29 | O=[N+]([O-])c1ccc2ncnc(Nc3ccc4c(c3)OCCO4)c2c1 | 2.5 | x | 1.9 | 11.2 | -0.7% | 7.0 | -0.1% | u | 6.4% | -3.1%
30 | Cc1cc(N)n(-c2ccc(C)c(C)c2)n1 | 1.8 | -5.7% | 5.2 | 0.5 | -3.1% | i | 10.2% | u | 7.4% | 5.5%
31 | COCCn1c(SC(C)C(=O)NCC2CCCO2)nc2scc(-c3ccc(F)cc3)c2c1=O (stereo not drawn) | x | x | 6.7 | 18.9 | x | -0.9 | -2.6% | 11.6% | x | 3.1%
32 | Cc1ccc(N2C(=O)CCC2(C#N)c2ccccc2)cc1 (stereo not drawn) | 3.9 | -7.9% | -10.4 | 19.5 | 0.8% | -2.0 | -0.6% | -5.8% | -20.0% | -1.4%
33 | CCCCn1c(N)c(N(CC(C)C)C(=O)CSCC(=O)Nc2ccc(C)cc2)c(=O)[nH]c1=O | x | x | 7.3 | -2.4 | x | -5.6 | 7.1% | 6.1% | x | -1.9%
34 | CCN(CC)S(=O)(=O)c1ccc2oc(C(=O)O)c(C)c2c1 | 11.1 | -1.5% | 0.1 | 0.8 | -0.3% | -5.6 | 3.1% | 8.1% | 0.5% | 3.1%
35 | CC1CC(C(O)c2ccccn2)C(=O)C(C(O)c2ccccn2)C1 (stereo not drawn) | x | x | -9.8 | x | x | -3.2 | -2.1% | -5.6% | x | x
36 | Cc1ccc(C)c(N2CCN(C(=O)C3CCN(c4nnc(N5CCCC5=O)s4)CC3)CC2)c1 | 5.5 | -8.2% | 1.2 | x | 2.5% | 11.1 | -0.8% | 8.7% | 0.8% | u
37 | COCCNC(=O)C(c1ccc(C)cc1)N(C(=O)CCC(=O)Nc1ccccn1)c1ccc(C)cc1 (stereo not drawn) | 0.2 | -0.7% | -3.1 | 0.4 | -0.5% | -3.6 | -1.8% | 20.0% | 25.4% | -2.9%
38 | C=CCn1cnc2c(c1=O)c1nc3ccccc3nc1n2-c1ccccc1 | 4.2 | u | x | -1.1 | 1.2% | x | x | x | 8.4% | 19.8%
39 | CCn1c(/C=C/c2cc[n+](C)cc2)nc2ccccc21 | -1.7 | u | -7.4 | -3.8 | 1.4% | 12.5 | 406.1%[activator] | 3.8% | -27.5% | 2.0%
40 | CC(C)(C)S(=O)(=O)N1C[C@@H]2CC/C=C\C/C=C\2[C@H]1CCO | x | x | 11.1 | x | x | -3.1 | 2.5% | 0.0% | x | x
